OPRM1-OPRD1 inv: inverse agonists of MOR-DOR heterodimerization, primary screen, cell-based, luminescence | Mu-type opioid receptor (Homo sapiens) + Delta-type opioid receptor (Homo sapiens), … | hit rate 0.21% among 340,000 | inhibition, % at 9.3 µM | cell-based MOR-DOR heterodimer luminescence, inverse agonism; in the data active means inhibition above about 22%, passing the limit was not always enough;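 further: 0% = cells with DMSO and 100% = wells without cells with DMSO; values of inactives mirror those of a sister screen read the other way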
Arr AP2 block: inhibitors of beta-arrestin/AP2 binding, primary screen, biochemical, GPCR trafficking, flow cytometry; beta-arrestin 1 C-terminal peptide binding to AP2 beta2-adaptin appendage (human); hit rate 0.31% among 340,000; FITC-arrestin peptide / GST-AP2 beads; AP2 beta2 appendage carries R879A mutation; AID 504490, 2011; inhibition, % at 10 µM;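 active means inhibition above a set limit, near 3 SD of compounds lacking own fluorescence, cut at about 54% in these data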;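 further: plate controls were DMSO wells for no effect and 5 µM unlabelled arrestin peptide for full effect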
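Assay system: GST-AP2 R879A bound to glutathione beads, E. coli-expressed; Medium: PBS with 0.05% Tween 20 and 0.1% BSA; Also added: fluorescein-tagged arrestin peptide at 50 nM final; Timing: 12 min plus 1 h, RT; Measured by: flow cytometry, FL1 (488/535 nm); Evaluation: percent drop in bead-associated FITC signal.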
MOR-DOR ag: agonists of OPRM1-OPRD1 heterodimerization, primary screen, cell-based, luminescence; cells; hit rate 0.3% among 340,000; activation, % at 9.3 µM; Mu-type opioid receptor (Homo sapiens) + Delta-type opioid receptor (Homo sapiens), …; in the data active means activation above about 18%;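 further: 0% = vehicle-treated cells and 100% = reference agonist; values of inactives mirror those of a sister screen read the other way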
PKA-R1A act: activators of PKA-R1A holoenzyme, primary screen, biochemical, fluorescence polarization, Cy5-IP20, bovine R1A, mouse PKAc | hit rate 0.083% among 340,000 | activation, % at 11.4 µM | PKA-R1A dissociation; scaled: DMSO 0%, 113 µM cGMP 100%;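 active means percent activation above the mean of all tested compounds plus 3 SD, cut at about 19% in these data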;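 further: higher means more PKAc released from R1A so a rise in polarization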
DSG3 Ab inh: inhibitors of pemphigus antibody binding to DSG3, primary screen, biochemical, bead-based, flow cytometry, scFv-GFP | Desmoglein-3 (Homo sapiens), P32926 | DSG3-coupled beads, scFv-anti-DSG3-GFP binding; active compounds read low | binding (percent of control), % at 10 µM | hit rate 0.48% among 310,000 | AID 588358, 2011;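 active means binding more than 3 SD below its plate's average and above zero; inconclusive means below that plate limit but binding exactly zero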;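 further: hits lower antibody fragment binding to DSG3; some compounds called inactive have numbers as strong as hits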
Target sequence (P32926 whole entry, looked up, the tested form may be a part): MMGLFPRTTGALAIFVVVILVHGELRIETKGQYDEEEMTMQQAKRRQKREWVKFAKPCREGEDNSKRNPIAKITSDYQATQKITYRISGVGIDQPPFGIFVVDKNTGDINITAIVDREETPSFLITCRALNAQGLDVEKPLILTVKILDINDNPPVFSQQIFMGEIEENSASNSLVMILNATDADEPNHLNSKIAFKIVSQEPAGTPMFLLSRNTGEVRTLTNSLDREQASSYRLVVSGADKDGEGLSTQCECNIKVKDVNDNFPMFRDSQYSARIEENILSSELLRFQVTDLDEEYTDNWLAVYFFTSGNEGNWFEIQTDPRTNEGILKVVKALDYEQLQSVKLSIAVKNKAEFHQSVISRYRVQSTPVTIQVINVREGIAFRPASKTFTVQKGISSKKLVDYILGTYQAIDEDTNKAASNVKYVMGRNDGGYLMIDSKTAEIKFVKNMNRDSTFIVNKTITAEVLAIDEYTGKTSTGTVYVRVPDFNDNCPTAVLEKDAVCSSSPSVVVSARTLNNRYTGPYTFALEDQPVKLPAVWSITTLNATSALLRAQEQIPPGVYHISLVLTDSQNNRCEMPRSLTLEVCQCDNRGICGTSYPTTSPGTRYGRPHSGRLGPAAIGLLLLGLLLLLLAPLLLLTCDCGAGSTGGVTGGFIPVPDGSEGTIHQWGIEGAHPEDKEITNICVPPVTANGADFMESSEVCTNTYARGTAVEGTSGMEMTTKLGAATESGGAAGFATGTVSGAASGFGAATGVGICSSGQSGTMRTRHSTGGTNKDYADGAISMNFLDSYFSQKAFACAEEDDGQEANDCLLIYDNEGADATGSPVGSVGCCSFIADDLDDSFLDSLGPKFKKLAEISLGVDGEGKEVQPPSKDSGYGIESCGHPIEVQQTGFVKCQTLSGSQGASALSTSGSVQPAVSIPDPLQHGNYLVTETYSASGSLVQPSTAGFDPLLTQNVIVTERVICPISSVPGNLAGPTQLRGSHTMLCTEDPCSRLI
PfHsp90 set2: growth inhibition of PfHsp90-expressing yeast, primary screen, antimalarial PfHsp90 inhibitor project, S. cerevisiae, BacTiter-Glo luminescence, single point, set 2; BacTiter-Glo ATP, 48 h; yeast lacking PDR1 and PDR3 efflux regulators; inhibition, % at 9.4 µM; hit rate 0.32% among 310,000;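 active means every replicate shows inhibition above about 80%, whatever the replicate mean, limit read from the data; inconclusive means mean inhibition reaches the set limit but some replicate falls short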;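 further: 0% = DMSO neutral controls and 100% = 20 µM radicicol positive controls; yeast relying on Plasmodium falciparum Hsp90 in place of its own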
SUMO Mot1 rescue: yeast Mot1-301 growth rescue at high temperature, primary screen, SUMOylation pathway inhibitor project, S. cerevisiae, ATP luminescence, 38.5C; S. cerevisiae Mot1-301 growth rescue; percent above DMSO median, 100 means doubled; growth rescue, % at 18.8 µM; hit rate 1% among 320,000;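 active means every valid replicate shows activation above 250% relative to neutral control wells; inactive means the rest, any valid replicate at or below 250%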;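 further: OY570 slx delta 5 strain wells were the positive control but not used for scaling; some compounds called inactive have numbers as strong as hits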
E coli growth: E. coli V3065 growth inhibition, primary screen, counter-screen for AddAB inhibitor project, absorbance, OD600. inhibition, % at 11.9 µM. hit rate 0.27% among 330,000. 18 h;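 active means inhibition above the campaign's mean inhibition across all tested compounds plus 3 SD, cut at about 9.9% in these data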;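 further: uninfected addAB+ strain grown without phage in ampicillin broth; 0% = DMSO wells and 100% = ciprofloxacin 0.95 µg/ml wells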
phage Ecoli inh: growth loss of phage-infected E. coli, primary screen, RecBCD inhibitor project, absorbance, with phage, HTS. AID 651602, 2012. inhibition, % at 11.9 µM. hit rate 0.26% among 360,000; in the data active means inhibition above about 11%
Tat transport: E. coli Tat export inhibitors, primary screen, MC4100, TorA-mCherry reporter, fluorescence, single point; inhibition, % at 10 µM; AID 488895, 2010; hit rate 0.036% among 340,000;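 active means mean replicate inhibition at least 50% and at least half of replicates individually reaching 50%; inconclusive means only one of the two criteria met; inactive means neither criterion met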;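 further: exported cargo escapes ClpAP degradation while cytoplasmic cargo is degraded and loses fluorescence; 0% = median of neutral control wells and 100% = median of NaSCN control wells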
AddAB inh: growth inhibition of E. coli expressing H. pylori AddAB, primary screen, AddAB inhibitor project, absorbance; inhibition, % at 11.9 µM; hit rate 0.29% among 330,000; in the data active means inhibition above about 12%;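 further: 0% = vehicle wells of infected cells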
Active calls of the source: *; ? = inconclusive; · = no result given; & = joins results of further samples. Outcome played no part in choosing rows; 2.8% or so of the library scored in one or more.

Each structure is followed by: OPRM1-OPRD1 inv	Arr AP2 block	MOR-DOR ag	PKA-R1A act	DSG3 Ab inh	PfHsp90 set2	SUMO Mot1 rescue	E coli growth	phage Ecoli inh	Tat transport	AddAB inh
(1) CCOC(=O)CSc1nnc(CNC(=O)c2cccs2)n1-c1ccccc1
 : 2.6	7.1	-0.5	10.7	99.9	10.0	-2.5	0.8	0.6	-0.5	0.3
(2) O=c1[nH]c2cc(S(=O)(=O)CCO)ccc2o1
 : 7.9	-1.8	-1.4	-0.6	100.1	3.6	-6.7	3.4	1.1	-1.1	2.1
(3) Cc1cc(C)c2oc(=O)cc(CN3CCN(Cc4ccc5c(c4)OCO5)CC3)c2c1
 : 2.4	0.2	-0.6	-11.5	·	2.4	·	·	2.1	?	·
(4) COc1ccccc1C(C#N)N1N=C(C)CC1(C)C (stereo unspecified)
 : 17.6	3.7	-3.5	6.4	85.2	-5.1	89.8	-1.5	0.9	-3.4	4.5
(5) O=C(Nc1nccs1)C1CC2CCC1C2 (stereo unspecified)
 : -4.3	5.8	0.7	5.4	·	·	-7.4	0.6	-2.0	-6.0	1.5
(6) CCc1nnc(NC(=O)CSc2nc(-c3ccccc3)c(-c3ccccc3)o2)s1
 : 0.1	15.9	0.0	-2.1	93.8	-5.1	-9.3	0.6	0.0	-3.8	1.6
(7) Cc1ccc2c(CN3CCN(Cc4ccc5c(c4)OCO5)CC3)cc(=O)oc2c1C
 : -3.0	12.2	0.5	7.3	101.4	21.9	4.8&-4.3	-3.4	2.0	0.0&0.6	1.3
(8) O=C(CN1CCOCC1)Nc1cc([N+](=O)[O-])ccc1Cl
 : 2.8	9.3	-0.6	-0.1	·	-5.8	17.8	0.1	1.2	-8.1	1.9
(9) O=S(=O)(NC(=NCc1ccccc1)c1ccc(F)cc1)c1ccc(Cl)cc1
 : 10.6	-6.1	-2.1	0.0	103.8	-13.1	21.2	2.3	2.4	-15.2	-1.9
(10) O=C(Nc1cccc2c1CCCC2)c1ccc(Cl)c([N+](=O)[O-])c1
 : -15.9	22.1	3.0	-8.5	97.4	20.7	16.3	0.9	2.4	4.9	2.3
(11) CC(C)CN(C(=O)COC(=O)c1ccc2c(c1)OCO2)c1c(N)n(Cc2ccccc2)c(=O)[nH]c1=O
 : 2.9	-11.2	-0.5	6.3	99.3	-7.7	710.4*	-0.1	4.9	-3.2	1.4
(12) CN(C)C(CNC(=O)c1ccco1)c1cccs1 (stereo unspecified)
 : -4.0	-9.0	0.6	-3.2	91.6	·	8.4	0.0	1.3	-13.5	-1.9
(13) CCOC(=O)N1CCC(NC(=O)C2CCCN(C(=O)c3cc4sccc4n3C)C2)CC1 (stereo unspecified)
 : -8.9	11.7	1.5	-3.9	92.8	19.0	8.2	3.3	-0.3	-6.9	3.0
(14) CN(CC(=O)NCC1CCCCC1)CC(=O)Nc1ccc(F)cc1
 : 6.7	-2.5	-1.6	-5.4	·	-26.2	-2.2	1.6	1.2	-4.2	0.8
(15) Oc1[nH]c2ccccc2c1N=Nc1cccc(Cl)c1
 : -7.0	35.2	1.6	-9.3	102.6	10.3	0.7	-0.2	1.9	-11.7	1.8
(16) Cn1nnnc1SCC(=O)N1c2ccccc2CCc2ccccc21
 : 13.3	3.8	-2.5	-9.2	·	35.8	·	-1.7	-0.6	-9.3	2.8
(17) CCCn1c(SCC(=O)c2cc(OC)ccc2OC)nnc1-c1ccco1
 : 10.9	8.6	-1.9	-5.2	87.8	-15.4	606.7	-1.6	-1.0	-6.3	3.0
(18) CC(=O)N1CCC(N2CCN(c3ccccc3F)CC2)CC1
 : 2.3	17.1	-0.4	-3.5	99.4	-16.9	14.8	3.2	1.6	0.5	1.6
(19) CN1CCN(S(=O)(=O)c2ccc(NC(=S)NC(=O)C3CC3)cc2)CC1
 : -1.1	9.6	0.2	-2.6	106.2	2.9	-6.7	1.6	1.6	0.3	2.4
(20) CCC(C)c1c(O)nc(SCC(=O)N2CCCCC2)[nH]c1=O (stereo unspecified)
 : 14.6	-9.0	-2.8	-0.7	96.1	3.9	8.6	-0.9	1.8	0.0	-1.2
(21) COC(=O)c1cc(CSc2nc3ccccc3c(=O)n2C)oc1C
 : -23.6	13.5	3.7	-6.8	98.5	-4.1	5.4	-1.5	-0.2	5.5	0.8
(22) COc1cccc(C(=O)NCCSc2ccc(F)cc2)c1
 : 7.7	-8.2	-1.5	1.2	107.5	-25.9	2.0	0.1	3.7	2.5	3.2
(23) OC1CCN(Cc2cccc(Oc3ccccc3)c2)CC1
 : 0.1	-5.1	0.0	2.1	104.3	46.5	947.2	0.6	3.3	-9.9	1.3
(24) O=C(CNC(=O)c1cc(=O)[nH]c2ccc(S(=O)(=O)N3CCOCC3)cc12)Nc1ccc(F)c(F)c1
 : 3.8	-4.3	-1.0	-1.1	106.8	·	·	·	0.8	-5.9	·
(25) CN1/C(=C\C(=O)Nc2cccnc2)c2ccccc2CC1(C)C
 : 8.4	3.9	-1.6	9.7	111.9	-7.9	·	-2.8	4.2	-3.2	-0.2
(26) CC(C)CN1C(=O)/C(=C/c2cccs2)NC1=S
 : -16.5	-26.9	3.4	0.3	99.0	-9.9	30.1	-1.1	0.9	-8.1	-0.5
(27) CCc1nnc(NC(=O)c2cccnc2SC)s1
 : 4.0	9.4	-0.9	9.0	98.6	-10.7	·	-0.3	1.5	-4.1	-0.3
(28) Cc1sc(NC(=O)c2ccc(F)cc2)c(CN2CCCCCC2)c1C
 : 4.8	9.3	-0.9	-8.3	99.3	0.7	497.1*	6.9	6.4	-1.6	8.7
(29) Cc1ccc(C(C)C)c(OCC(O)CNC2CCCC2)c1 (stereo unspecified)
 : -1.1	-4.5	0.2	7.8	124.8	6.9	-8.1	1.5	-2.4	-4.3	3.9
(30) CC/C(=N\NC(=O)c1ccc(CN(C)S(=O)(=O)c2ccc(C)cc2)cc1)c1ccc(OC(F)F)cc1
 : -165.1	-0.3	31.2*	-2.2	100.3	15.4	5.7	-0.5	-0.1	-0.4	1.4

Full records from above. Order of values: OPRM1-OPRD1 inv, Arr AP2 block, MOR-DOR ag, PKA-R1A act, DSG3 Ab inh, PfHsp90 set2, SUMO Mot1 rescue, E coli growth, phage Ecoli inh, Tat transport, AddAB inh
CCc1nnc(NC(=O)c2cccnc2SC)s1 across the screens: 4.0, 9.4, -0.9, 9.0, 98.6, -10.7, ·, -0.3, 1.5, -4.1, -0.3
COc1cccc(C(=O)NCCSc2ccc(F)cc2)c1 across the screens: 7.7, -8.2, -1.5, 1.2, 107.5, -25.9, 2.0, 0.1, 3.7, 2.5, 3.2
CC(C)CN1C(=O)/C(=C/c2cccs2)NC1=S across the screens: -16.5, -26.9, 3.4, 0.3, 99.0, -9.9, 30.1, -1.1, 0.9, -8.1, -0.5
Cc1ccc(C(C)C)c(OCC(O)CNC2CCCC2)c1 (stereo unspecified) across the screens: -1.1, -4.5, 0.2, 7.8, 124.8, 6.9, -8.1, 1.5, -2.4, -4.3, 3.9

New compounds follow
cpd | SMILES | OPRM1-OPRD1 inv | Arr AP2 block | MOR-DOR ag | PKA-R1A act | DSG3 Ab inh | PfHsp90 set2 | SUMO Mot1 rescue | E coli growth | phage Ecoli inh | Tat transport | AddAB inh
31 | COC(=O)c1cc(S(=O)(=O)N2CCCC(C)C2)cn1C (stereo unspecified) | 5.9 | 25.1 | -1.1 | 0.5 | · | 11.6 | 33.3 | -3.0 | 4.0 | -5.4 | 1.2
32 | CCOc1ccccc1N1CSC2=C(C#N)C(c3c(OC)ccc4ccccc34)CC(=O)N2C1 (stereo unspecified) | -5.9 | 26.4 | 1.1 | -7.9 | 83.2 | 13.9 | -0.6 | -1.8 | 2.9 | -13.0 | 0.7
33 | Nc1n[nH]c(-c2ccccc2)n1 | 1.8 | -3.8 | -0.3 | -5.9 | · | -72.3 | -7.4 | -3.1 | 2.6 | -2.7 | -1.8
34 | CCOC(=O)c1c(C)n(C)c2ccc(OC)c(NC(=O)CCN3CCC(Cc4ccccc4)CC3)c12 | 4.1 | 25.7 | -0.8 | -12.3 | 107.9 | -5.1 | 27.9 | -0.2 | 1.1 | -1.3 | 0.7
35 | Cc1ccnc2nc(C(=O)OCC(=O)Nc3ccc4c(c3)OCCO4)nn12 | 12.2 | -9.1 | -2.5 | -10.3 | · | -7.2 | 0.1 | 2.2 | 2.1 | -1.3 | 0.7
36 | CCCNS(=O)(=O)c1ccc(OCC(=O)N2CCC(C(=O)OCC)CC2)cc1 | 8.1 | -4.6 | -1.5 | -1.6 | 101.7 | 4.3 | 1.4 | -2.0 | 2.2 | 1.0 | -2.0
37 | CCOc1ccc(S(=O)(=O)N2CCOCC2)cc1NC(=O)CSC(=S)N1CCCC1 | -0.3 | 24.7 | 0.1 | 0.0 | 107.3 | -12.4 | 4.3 | 2.2 | 0.4 | 2.2 | 1.9
38 | COc1cccc(Oc2ccc(N/C=C/C(=O)C(C)(C)C)cc2)c1 | -24.6 | 11.6 | 3.8 | 3.5 | 81.5 | 3.3 | 172.6 | -2.3 | 0.2 | -8.4 | 1.2
39 | Cc1ccc(F)cc1NC(=O)N1CCN(C2c3ccccc3-c3ccccc32)CC1 | 4.0 | 38.9 | -0.8 | -5.8 | 112.9 | 5.0 | 65.4 | 3.7 | 2.7 | -4.7 | 1.4
40 | O=C(O)CCCNC(=O)/C=C/c1ccco1 | 7.1 | 24.8 | -1.4 | -9.0 | 93.0 | 25.9 | 32.6 | 2.0 | 1.3 | -1.6 | 5.4
41 | COCCn1c(SCc2ccccc2Cl)nc2c1c(=O)[nH]c(=O)n2C | 12.8 | 6.8 | -3.1 | 4.5 | 113.2 | -4.7 | 14.8 | -0.2 | 2.5 | 4.1 | 5.2
42 | O=c1cc(COc2ncnc3ccccc23)nc2sccn12 | -7.0 | 12.0 | 1.3 | 1.1 | 87.2 | -11.1 | 542.6* | 1.6 | 3.2 | -0.9 | -0.5
43 | COc1ccc(CNS(=O)(=O)c2cccc(S(=O)(=O)N3CCOCC3)c2)cc1 | -9.1 | 6.0 | 1.4 | 3.0 | 96.8 | -5.2 | -7.3 | -0.2 | 3.4 | -8.5 | 1.8
